Screening data from PubChem.
PI5P4Ka inh: qHTS for Inhibitors of phosphatidylinositol 5-phosphate 4-kinase (PI5P4K); PI5P4Kalpha enzyme, ADP-Glo luminescence, 60 min; hits give low values; max response, %; 330,000 tested, 1.2% active; AID 652105, 2013; active means max response of -50% or lower; inconclusive means between -30% and -50%; inactive means -30% or higher; further: value at the top dose of about 77 µM; on the % scale 0 is the no-effect control and ±100 the full control effect
Target sequence (P48426 whole entry, looked up): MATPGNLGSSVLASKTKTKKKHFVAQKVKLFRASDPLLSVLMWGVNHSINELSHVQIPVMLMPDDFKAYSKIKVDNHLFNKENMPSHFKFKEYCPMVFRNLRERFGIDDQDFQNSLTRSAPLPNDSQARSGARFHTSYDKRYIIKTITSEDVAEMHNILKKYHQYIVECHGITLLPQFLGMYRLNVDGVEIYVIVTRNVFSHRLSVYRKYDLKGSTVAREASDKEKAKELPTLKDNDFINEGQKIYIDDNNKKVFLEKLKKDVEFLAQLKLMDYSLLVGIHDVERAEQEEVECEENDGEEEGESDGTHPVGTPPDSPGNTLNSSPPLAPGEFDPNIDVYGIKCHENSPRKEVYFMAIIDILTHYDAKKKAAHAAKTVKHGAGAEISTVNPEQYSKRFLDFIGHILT
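Enzyme plus substrate dispensed, test compounds pinned in, then ATP (5 microM final) added. After 60 min at RT, ADP-Glo reagent 1 for 45 min and reagent 2 for 30 min preceded luminescence imaging.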
WRN inhibitor: qHTS for Inhibitors of WRN Helicase | Potency, µM (series often up to 114 µM), inactives show at the top dose activity change, negative = inhibition, usual class: inhibitors | Bifunctional 3'-5' exonuclease/ATP-dependent helicase WRN (Homo sapiens), Q14191 | WRN helicase unwinding, fluorescent forked duplex, kinetic | 360,000 tested, 0.46% active; further: potency means the concentration at half of the fitted maximal effect; on the % scale 0 is the no-effect control and ±100 the full control effect; nearly all actives have a fitted effect of over 55% in size
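Primary qHTS, 1536-well format. 20 nM WRN + compound, 15 min RT; start with 100 nM forked fluorophore/quencher duplex, 2 mM ATP (final); kinetic read ex 525/em 598 nm.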
Abeta yeast res: qHTS for compounds that reverse cellular toxicity of Amyloid beta (A-beta) peptide in yeast: Primary Screen | yeast expressing A-beta42, growth rescue, OD600, 48 h; response scale: 0% DMSO, 100% iron-clioquinol control | Potency, µM (highest dose often 46.1 µM), for inactives: at the highest dose growth rescue, actives largely listed as activators | 410,000 tested, 0.063% active | AID 1347071, 2019; further: potency means the concentration at half of the fitted maximal effect; nearly all actives have a fitted effect of over 55% in size
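Growth rescue measured by 600 nm absorbance after 48 h yeast culture at 30 C with compound. Values normalized between DMSO and an equimolar ferric chloride plus clioquinol control.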
PLK1 PBD block: qHTS for Inhibitors of PLK1-PDB (polo-like kinase 1 - polo-box domain): Primary Screen. 360,000 tested, 2.8% active. Potency, µM, without a hit: max response, negative = inhibition, usual class: inhibitors. Plk1 PBD binding of FITC phosphopeptide, fluorescence polarization. Serine/threonine-protein kinase PLK1 (Homo sapiens), P53350. AID 720504, 2013; further: potency means the concentration at half of the fitted maximal effect; series mostly up to about 57 µM; on the % scale 0 is the no-effect control and ±100 the full control effect; nearly all actives have a fitted effect of over 65% in size
Target sequence (P53350 whole entry, looked up, the tested form may be a part): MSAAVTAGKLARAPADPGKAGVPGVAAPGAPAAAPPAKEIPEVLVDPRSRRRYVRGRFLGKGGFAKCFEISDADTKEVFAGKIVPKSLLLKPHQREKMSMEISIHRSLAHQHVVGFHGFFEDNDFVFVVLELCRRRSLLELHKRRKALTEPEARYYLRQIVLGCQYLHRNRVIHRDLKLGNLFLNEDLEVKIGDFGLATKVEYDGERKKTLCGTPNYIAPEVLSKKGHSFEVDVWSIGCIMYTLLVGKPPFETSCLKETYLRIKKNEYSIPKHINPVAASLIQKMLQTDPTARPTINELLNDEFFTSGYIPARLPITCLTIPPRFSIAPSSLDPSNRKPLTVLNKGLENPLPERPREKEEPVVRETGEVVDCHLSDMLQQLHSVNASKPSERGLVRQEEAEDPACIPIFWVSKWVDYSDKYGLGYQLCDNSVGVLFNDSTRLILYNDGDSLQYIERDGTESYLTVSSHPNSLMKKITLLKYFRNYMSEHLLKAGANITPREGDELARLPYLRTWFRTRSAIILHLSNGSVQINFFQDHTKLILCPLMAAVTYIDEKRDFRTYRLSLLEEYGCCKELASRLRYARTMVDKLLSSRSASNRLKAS
EPAC1 antag: qHTS for Antagonist of cAMP-regulated guanine nucleotide exchange factor 3 (EPAC1): primary screen | Potency, µM (titrated, usually from 115 µM), for inactives: at the top dose activity change, negative = inhibition, usual class: inhibitors | EPAC1 GEF assay, Rap1b-BODIPY-GDP exchange fluorescence | Rap guanine nucleotide exchange factor 3 (Homo sapiens), O95398 | 360,000 tested, 0.14% active;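 further: potency means the concentration at half of the fitted maximal effect; plate controls were vehicle for no effect and positive control for full effect; nearly all actives have a fitted effect of over 50% in size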
EPAC1 agonist: qHTS for Agonist of cAMP-regulated guanine nucleotide exchange factor 3 (EPAC1): primary screen; EPAC1 agonist qHTS, biochemical assay; response scale: 100% = response to 6.5 mM cAMP; Potency, µM (titrated, usually from 154 µM), inactives show at the highest dose activation, actives largely listed as activators; 360,000 tested, 0.073% active; AID 720707, 2013; further: potency means the concentration at half of the fitted maximal effect; nearly all actives have a fitted effect of over 60% in size
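Multi-concentration qHTS readout: loss of Rap1B-bound BODIPY-GDP fluorescence driven by 100 nM EPAC1 with excess GDP (50 uM), monitored kinetically at room temperature; agonist response expressed relative to 6.5 mM cAMP.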
IL-2 act: qHTS of IL-2 Activators; IL-2 activation reporter assay, cell-based qHTS; stimulated with anti-CD3/CD4/CD28 beads; in transgenic mouse T cells; activation, % (series mostly up to about 46 µM); 360,000 tested, 0.065% active; AID 652025, 2013; in the data active means activation above about 50%; inconclusive means mostly about 30% to 49%; further: 0% is about no effect
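EGFP and DsRed fluorescence is measured by plate cytometry in unstimulated transgenic mouse T cells exposed to compound for 60 minutes, then stimulated 18 hours at 37 degrees C with anti-CD3/anti-CD4 beads plus anti-CD28.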
FUS suppressor: qHTS for Suppressors of FUS Proteinopathy: Primary screen using FUS-linked yeast assay; Potency, µM (series often up to 76.6 µM), without a hit: at the highest dose growth rescue (activation), hits mostly activators; 390,000 tested, 0.24% active; S. cerevisiae FUS-expressing, growth rescue, OD600, 24 h; AID 1347120, 2019;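 further: potency means the concentration at half of the fitted maximal effect; plate controls were DMSO vehicle for no effect and reference control for full effect; nearly all actives have a fitted effect of over 55% in size; some results filed as inactive show a strong effect at the top dose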
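Read-out: OD at 600 nm after 24hr at 30C, reporting rescue of FUS-induced yeast toxicity. Cells at OD 0.005 in galactose (2%) minimal medium; compounds tested in a dilution series; CP55940 titration from 92uM final as control.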
Numbers without * were called inactive; ? = inconclusive; . = no result given; & = joins results of further samples; [ ] = another dose, or the depositor's remark. Unless noted, the call rests on the fitted dose curve; in most records, active means well fitted curve in the direction sought with a large enough effect; inconclusive means small, poorly fitted or top-dose-only effect, or another doubt; inactive means no such curve, though single readings can be large; an effect the other way counts as inactive or inconclusive.

item | compound | PI5P4Ka inh | WRN inhibitor | Abeta yeast res | PLK1 PBD block
1 | Cc1cc(NC(=O)COC(=O)c2ccc(OC(F)(F)F)cc2)no1 | 4 | 2% | 6% | -6%
2 | Nc1ncccc1OCc1ccc(Cl)c(Cl)c1 | -2 | 1% | -11% | -2%
3 | CCCN(CC(=O)Nc1ccccc1OC)C(=O)CN1C(=O)NC(C)(C)C1=O | -1 | 7% | -8% | -10%
4 | COc1ccc(OC)c(S(=O)(=O)N2CCCC(C(=O)N3CCOCC3)C2)c1 (stereo unspecified) | 2 | -5% | 5% | 7%
5 | COc1cc(C(=O)Nc2cccc(NC(=O)c3cccs3)c2)cc(OC)c1OC | 1 | -4% | -4% | -3%
6 | Cc1nc(SCC(=O)N2CCN(C(=O)c3ccco3)CC2)c2c(C)c(C)sc2n1 | 1 | 4%[57.1 µM] | -1% | -9%
7 | Cn1c(=NC(=O)CSCC(=O)N2CCCC2)sc2ccccc21 | 2 | -11% | 2% | -12%
8 | COc1ccc(-c2nc(CN3CCCCC3c3nccn3C)c(C)o2)c(C)c1C (stereo unspecified) | -1 | -3% | 8% | -1%
9 | COc1ccc(C(C)NC(=O)Cc2cccs2)cc1OC (stereo unspecified) | ? | -9% | 9% | -6%
10 | O=C(NCc1cccnc1)c1cnn2ccccc12 | -1 | 5% | 5% | 3%
11 | CN(C)c1ccc(N2C(=NC(=O)CCC3CCCC3)SC3CS(=O)(=O)CC32)cc1 (stereo unspecified) | -1 | 3% | 2% | -4%
12 | COc1ccc2ccccc2c1CN1CCSCC1 | -4 | 7% | -7% | 6%
13 | CC(C)C[C@H]1CN([C@@H](CC(C)C)CN2CCC[C@H]2CN2C(=O)C(=O)NC[C@@H]2Cc2ccc(O)cc2)C(=O)C(=O)N1CC1CCCCC1 | 2 | 3% | -9% | -2%
14 | Cc1onc(-c2ccccc2Cl)c1C(=O)Nc1ccc(Cl)cn1 | -5 | -2% | -9% | -3%
15 | Cc1ccc(CN2CC(C(=O)NCCCn3nc(C)cc3C)CC2=O)cc1 (stereo unspecified) | 6 | 12% | -1% | -2%

item | EPAC1 antag | EPAC1 agonist | IL-2 act | FUS suppressor
1 | 2% | 7% | -0.1 | .
2 | -6% | 5% | -3.0 | 32%
3 | -3% | -8% | -2.4 | -3%
4 | 1% | 11% | -0.1 | 9%
5 | -18% | 5% | -0.1 | ?
6 | -10% | 9% | -2.1 | 12%
7 | -4% | 5% | -2.5 | 0%
8 | -3% | 1% | -2.4 | 14%
9 | 0% | 8% | 4.6 | 14%
10 | 8% | -6% | -3.4 | -21%
11 | 9% | -1% | -2.0 | -30%
12 | -7% | 7% | 0.7 | 14%
13 | -4% | -13% | 0.6 | 17%
14 | -26% | 4% | -0.6 | -1%
15 | 0% | -2% | -0.6 | -19%

item | compound | PI5P4Ka inh | WRN inhibitor | Abeta yeast res | PLK1 PBD block
16 | O=C1COc2ccccc2C(c2nc3ccccc3[nH]2)N1C1CC1 (stereo unspecified) | -3 | 1% | -2% | -10%
17 | O=S1(=O)CCC(N=Cc2cc(Br)ccc2O)C1 (stereo unspecified) | -10 | -19% | 14% | -13%
18 | O=C(NCCCN1CCCC1)[C@H](CSCc1ccccc1)N1Cc2ccccc2C1=O | 0 | -10% | -42%[inhibitor] | -20%
19 | CCN(c1ccccc1)c1nc(=O)c2cccnc2s1 | 1 | -9% | 0% | -9%
20 | Cc1cc(C(=O)COC(=O)/C=C/c2ccc(F)cc2)c(C)n1C | 0 | 11% | 0% | 0%
21 | O=C(/C=C/c1ccco1)Oc1cccc2cccnc12 | -4 | -3%[57.1 µM] | -24% | 5%
22 | Cc1c(C=O)c2ccccn2c1C(=O)c1ccccc1 | -9 | -6% | -48%[inhibitor] | -2%
23 | CC(=O)OC1CC(C)(C)N(OC(=O)c2ccc(N)cc2)C(C)(C)C1 | . | 0% | 2% | -7%
24 | COc1cc(S(=O)(=O)N(CCc2ccccc2)Cc2cccs2)ccc1-n1cnnn1 | . | -8%[57.1 µM] | 2% | -3%
25 | COc1ccc(N2CCN(C(=O)C3CCCN3S(=O)(=O)c3cccc4nsnc34)CC2)cc1 (stereo unspecified) | 3 | 6% | -3% | 8%
26 | O=C(CCNC(=O)c1ccc(Br)cc1)NCc1cccnc1 | 3 | -6% | 5% | -1%
27 | COc1ccc(C(=O)NCC(=O)OCC(=O)N(C)c2ccccc2)cc1 | 6 | -2% | -3% | -5%
28 | Cc1ccc(C(=O)NCC(=O)OCc2nnc(-c3ccc([N+](=O)[O-])cc3)o2)cc1 | -14 | 12% | 3% | 0%
29 | COc1ccc(C(C(=O)NC2CCCC2)N(C(=O)c2snc(C(N)=O)c2N)c2cccc(O)c2)cc1 (stereo unspecified) | -55* | -10%[11.6 µM] | -21% | ?
30 | CCCc1nn(C)c2c(=O)[nH]c(-c3ccccc3OCC)nc12 | 0 | -20%[57.1 µM] | -3% | 5%

item | EPAC1 antag | EPAC1 agonist | IL-2 act | FUS suppressor
16 | 10% | 1% | 0.0 | -10%
17 | -18% | 17% | 0.1 | -13%
18 | 0% | 1% | 0.0 | ?
19 | -20% | 0% | 1.2 | -27%
20 | 9% | 6% | -4.8 | .
21 | -10% | 4% | -7.6 | 7%
22 | -3% | -3% | 0.3 | -5%
23 | 1% | 1% | -1.5 | 15%
24 | 1% | 6% | 2.5 | 1%
25 | -9% | -8% | -0.3 | -2%
26 | -19% | 7% | -2.7 | 2%
27 | -10% | -5% | -3.1 | -21%
28 | 5% | -10% | -0.7 | -14%
29 | -27% | -12% | -6.1 | ?
30 | 6% | -1% | -0.2 | 7%

item | compound | PI5P4Ka inh | WRN inhibitor | Abeta yeast res | PLK1 PBD block
31 | Brc1ccc(-c2nnc3sc(CNCc4ccc5c(c4)OCO5)cn23)cc1 | 5 | -11% | -18% | -15%
32 | Cn1ncc(Cl)c1C(=O)N/N=C/c1cc2c(cc1[N+](=O)[O-])OCO2 | 7 | 1% | 0% | -12%
33 | O=C(Cn1cccc1C(=O)c1ccccc1)NCc1ccccc1Cl | 1 | -2% | 20%&7% | -25%
34 | C[C@]12c3[nH]c4ccc(Cl)cc4c3CCN1C(=O)[C@@H](CC(=O)NCCN1CCOCC1)C[C@@H]2C(=O)N1CCCCC1 | 0 | 0% | 6% | 5%
35 | CCOc1ccc(CCNC(=O)C2CCN(c3nn4c(=O)cc(C)nc4s3)CC2)cc1 | 2 | 6% | 4% | 0%
36 | O=C(/C=C/c1ccc([N+](=O)[O-])cc1)N1CCN(S(=O)(=O)c2ccccc2)CC1 | -10 | -21% | -10% | -10%
37 | CCc1nnc(NC(=O)C2Cc3ccccc3CN2S(=O)(=O)c2cccs2)s1 (stereo unspecified) | ? | -31% | 21% | -21%
38 | CCOc1ccc(NC(=O)c2ccc(NC(=S)NC3CCCCC3)cc2)cc1 | 3 | -6%[57.1 µM] | 9% | -1%
39 | Cc1c(CCC(=O)O)c(=O)oc2cc(OCc3cccc(Cl)c3)ccc12 | 6 | -9% | -1% | -15%
40 | COc1ccc(CC(=O)NNC(=O)c2cc(C)oc2C)cc1OC | -2 | -8% | 6% | -10%
41 | COCCNc1nc2cc(-c3ccccc3C)sc2c(=O)n1C | 8 | 12% | -21% | -11%
42 | CCn1c2ccccc2c2cc(NC(=O)C(=O)N3CCOCC3)ccc21 | -5 | 10% | -16% | 21µM*
43 | CCn1cc(C(=O)NCC(C)C)c(=O)c2cc(F)c(N3CCN(C(=O)c4ccco4)CC3)cc21 | -1 | 4% | 2% | -3%
44 | CCOc1cc(C2C(C(=O)N3CCOCC3)=C(C)NC3=C2C(=O)CCC3)ccc1O (stereo unspecified) | . | -6%[57.1 µM] | 15% | 0%
45 | COc1ccccc1NC(=O)C/C(N)=N/OCC(=O)Nc1cccc(Cl)c1 | -15 | 2% | 14% | 5%

item | EPAC1 antag | EPAC1 agonist | IL-2 act | FUS suppressor
31 | -7% | -14% | 0.3 | -14%
32 | 24% | -1% | 0.0 | -5%
33 | 0% | 0% | -1.3 | 15%&-25%
34 | 6% | -2% | -0.4 | 7%
35 | 3% | -5% | -0.3 | 16%
36 | -28% | 8% | 0.6 | .
37 | -17% | -19% | 3.2 | 8%
38 | -15% | -5% | -0.2 | 23%
39 | ? | 2% | -0.5 | -25%
40 | 10% | -41%[inhibitor] | 0.8 | 15%
41 | -23% | -13% | -0.7 | ?
42 | 2% | 2% | -1.7 | 9%
43 | 7% | 8% | 1.2 | 18%
44 | 5% | 6% | 1.7 | 3%
45 | 9% | 6% | -0.9 | .

Complete entries from above:
COCCNc1nc2cc(-c3ccccc3C)sc2c(=O)n1C reads PI5P4Ka inh: 8; WRN inhibitor: 12%; Abeta yeast res: -21%; PLK1 PBD block: -11%; EPAC1 antag: -23%; EPAC1 agonist: -13%; IL-2 act: -0.7; FUS suppressor: ?
CCCN(CC(=O)Nc1ccccc1OC)C(=O)CN1C(=O)NC(C)(C)C1=O reads PI5P4Ka inh: -1; WRN inhibitor: 7%; Abeta yeast res: -8%; PLK1 PBD block: -10%; EPAC1 antag: -3%; EPAC1 agonist: -8%; IL-2 act: -2.4; FUS suppressor: -3%

Next compounds
item | compound | PI5P4Ka inh | WRN inhibitor | Abeta yeast res | PLK1 PBD block
46 | CC(=O)c1cccc(NC(=S)NC(=O)Cc2ccc(Cl)cc2)c1 | -1 | -8% | 2% | -6%
47 | CCc1nnc(N/N=C/c2cccs2)n1N | -11 | 0%[11.6 µM] | -20% | -8%
48 | O=C(c1cccc([N+](=O)[O-])c1)c1ccccn1 | -6 | 4% | 4% | -8%
49 | COc1cc(NC(=O)NCC2CCN(Cc3ccccc3C)CC2)cc(OC)c1OC | 0 | -7% | -11% | 5%

item | EPAC1 antag | EPAC1 agonist | IL-2 act | FUS suppressor
46 | -8% | 1% | 1.2 | 1%
47 | -15% | 4% | 0.6 | .
48 | -3% | 2% | 0.7 | -20%
49 | 5% | 7% | -0.4 | 18%
